HDAC3 inhib: inhibitors of human histone deacetylase 3; 320,000 tested, 0.15% active; recombinant HDAC3, fluorogenic peptide/trypsin coupled, fluorescence; inhibition, % at 8.3 µM; O15379; in the data active = inhibition above about 26%, passing the limit was not always enough; inconclusive = no clear call, values can overlap the other calls
Target sequence (O15379 whole entry, looked up): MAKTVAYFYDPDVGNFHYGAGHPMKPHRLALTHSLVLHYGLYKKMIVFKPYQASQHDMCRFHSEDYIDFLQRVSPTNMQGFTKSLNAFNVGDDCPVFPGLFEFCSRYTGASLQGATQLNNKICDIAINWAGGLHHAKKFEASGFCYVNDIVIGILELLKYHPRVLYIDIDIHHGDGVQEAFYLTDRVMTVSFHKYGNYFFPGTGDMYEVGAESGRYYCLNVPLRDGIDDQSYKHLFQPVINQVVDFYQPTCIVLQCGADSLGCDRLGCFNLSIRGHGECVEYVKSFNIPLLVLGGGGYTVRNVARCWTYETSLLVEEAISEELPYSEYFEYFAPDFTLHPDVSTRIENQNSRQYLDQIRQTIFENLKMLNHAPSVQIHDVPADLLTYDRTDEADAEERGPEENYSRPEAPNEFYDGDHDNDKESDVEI
DYRK1A inh: inhibitors of rat Dyrk1A kinase. inhibition, % at 12.5 µM. 310,000 tested, 0.43% active. ADP-Glo luminescence, NFATc1 peptide; in the data active = inhibition above about 50%;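 also: plate controls were vehicle with enzyme for no effect and no enzyme for full effect; many of its hits are not listed in these tables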
GSK3 alpha inh: blocks human GSK-3 alpha kinase. ADP-Glo luminescence, 60 min. inhibition, % at 10 µM. AID 2650. 320,000 tested, 0.1% active;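 in the data active = inhibition above about 50%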;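 also: GST-tagged GSK-3 alpha with peptide substrate and 25 µM ATP; 0% = DMSO neutral wells and 100% = GW8510 positive control wells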
Target sequence (P49840 whole entry, looked up): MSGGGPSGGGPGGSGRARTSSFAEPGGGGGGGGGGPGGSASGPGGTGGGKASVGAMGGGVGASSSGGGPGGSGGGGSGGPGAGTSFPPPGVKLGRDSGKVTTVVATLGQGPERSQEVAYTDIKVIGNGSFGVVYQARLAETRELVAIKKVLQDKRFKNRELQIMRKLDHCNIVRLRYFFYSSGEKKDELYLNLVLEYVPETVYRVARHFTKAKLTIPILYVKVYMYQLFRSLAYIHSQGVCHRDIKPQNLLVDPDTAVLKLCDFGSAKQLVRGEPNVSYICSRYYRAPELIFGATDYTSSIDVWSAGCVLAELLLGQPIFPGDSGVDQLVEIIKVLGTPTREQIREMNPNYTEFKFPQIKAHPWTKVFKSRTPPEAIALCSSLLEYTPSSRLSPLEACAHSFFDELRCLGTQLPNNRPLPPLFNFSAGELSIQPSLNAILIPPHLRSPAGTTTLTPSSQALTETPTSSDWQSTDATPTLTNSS
Active calls of the source: *; ? = inconclusive. This is a subset; count on the stated rates, not on these rows.

HDAC3 inhib	DYRK1A inh	GSK3 alpha inh	compound
7.4	0.8	0.0	COC(=O)C1=CO[C@@H](O[C@@H]2O[C@H](CO)[C@@H](O)[C@H](O)[C@H]2O)[C@H]2[C@@H]1C(=O)C[C@@H]2C
3.1	-3.4	-3.8	CCOC(=O)Cc1csc(NC(=O)CSc2nc(C)cc(C)n2)n1
15.8	0.1	-5.7	O=C(c1cc(C2CC2)nn1-c1ccccc1)N1CCN(c2ncc(C(F)(F)F)cc2Cl)CC1
-9.4	2.7	0.4	CCCN(C(=O)c1c(-c2ccccc2)noc1C)c1c(N)n(Cc2ccccc2)c(=O)[nH]c1=O
-3.6	-1.8	-0.2	Cc1ccc(CNC(=O)c2ccc(N3CCC4(CC3)CC(c3cccc(Br)c3)=NO4)c(NC(=O)c3ccc(Br)cc3)c2)cc1
13.9	-4.8	-0.2	CCCCNc1c(-c2ccc(OC)c(Sc3ccc(OC)cc3)c2)nc2ccc(Cl)cn12
5.7	2.8	-6.3	Cc1ccc(CNCc2cc(Cl)ccc2O)cc1
-4.8	-3.2	-3.1	CCN(CC)C(=O)c1cccc(NC(=O)C2CCN(C(=O)c3cccs3)CC2)c1
0.9	2.3	1.0	O=C(CSc1ncnc2c1cnn2-c1ccccc1)NC1CCS(=O)(=O)C1 (stereo unspecified)
-5.2	3.4	10.1	Cc1ccc(NS(=O)(=O)c2ccc(C)c(C(=O)NCC(c3ccccc3)N(C)C)c2)cc1 (stereo unspecified)
1.8	2.4	-1.3	COCCN(C(=O)c1ccccc1Oc1ccccc1)c1c(N)n(CC(C)C)c(=O)[nH]c1=O
-1.3	-3.1	-1.2	CCN(C[C@H]1N[C@@](C)(C(=O)OC)[C@H]2C(=O)N(C)C(=O)[C@@H]12)S(=O)(=O)c1ccc(-c2ccccc2)cc1
9.9	-2.8	-3.0	C=C1CC[C@H](O)C/C1=C/C=C1\CCC[C@]2(C)[C@@H]([C@H](C)/C=C/[C@H](C)C(C)C)CC[C@@H]12
-2.3	-3.2	-0.4	O=C(COC(=O)/C=C/c1cccc(Cl)c1)Nc1ccc(N2CCOCC2)cc1
-2.5	-7.4	0.1	CN(c1ccccc1)S(=O)(=O)c1ccc(Cl)c(C(=O)Nc2ccncc2)c1
-14.3	3.9	-5.8	O=C(O)c1cccc(Nc2nc3ccccc3nc2NS(=O)(=O)c2ccc(F)cc2)c1
2.8	-2.6	0.3	O=C(NCC1CCCO1)c1cn(Cc2ccccc2)nc1-c1ccccc1 (stereo unspecified)
3.6	-2.4	-5.1	COc1cc(/C=C/C(=O)OCC(=O)NCCCc2ccccc2)cc(OC)c1OC
6.4	-1.6	0.8	CC1CCCCN1C(=O)COc1ccc(S(=O)(=O)N2CCCC2)cc1[N+](=O)[O-] (stereo unspecified)
-4.5	-1.3	-1.1	Cc1noc(C)c1S(=O)(=O)Nc1ccc2c(c1)C(=O)N([C@H](C)CO)C[C@H](C)[C@@H](CN(C)S(=O)(=O)c1ccccc1)O2
8.1	-2.6	-1.0	O=C(CN1C(=O)NC2(CCCCCCC2)C1=O)Nc1ccc(OC(F)F)cc1
-2.3	-2.8	-1.5	COc1cccc(NC(=O)CN(C)C(=O)CCNS(=O)(=O)c2ccc(C)cc2)c1
15.1	7.6	-5.2	O=C(CNC(=O)c1ccc(Cl)cc1Cl)OCc1cn2cc(Br)ccc2n1
-0.5	18.6	0.9	CC(=O)NC(c1cc(Cl)c2cccnc2c1O)C(C)C (stereo unspecified)
-11.4	-1.0	-3.5	COc1cc(C(=O)NCC(=O)NNC(=O)CN(C)S(=O)(=O)c2ccc(Cl)cc2)cc(OC)c1OC

Copied from the list.
HDAC3 inhib, `Cc1noc(C)c1S(=O)(=O)Nc1ccc2c(c1)C(=O)N([C@H](C)CO)C[C@H](C)[C@@H](CN(C)S(=O)(=O)c1ccccc1)O2` : -4.5
GSK3 alpha inh, `CCOC(=O)Cc1csc(NC(=O)CSc2nc(C)cc(C)n2)n1` : -3.8
GSK3 alpha inh, `O=C(COC(=O)/C=C/c1cccc(Cl)c1)Nc1ccc(N2CCOCC2)cc1` : -0.4
GSK3 alpha inh, `CCN(C[C@H]1N[C@@](C)(C(=O)OC)[C@H]2C(=O)N(C)C(=O)[C@@H]12)S(=O)(=O)c1ccc(-c2ccccc2)cc1` : -1.2

The listing picks up, starting 2 compounds before the break.
HDAC3 inhib	DYRK1A inh	GSK3 alpha inh	compound
-0.5	18.6	0.9	CC(=O)NC(c1cc(Cl)c2cccnc2c1O)C(C)C (stereo unspecified)
-11.4	-1.0	-3.5	COc1cc(C(=O)NCC(=O)NNC(=O)CN(C)S(=O)(=O)c2ccc(Cl)cc2)cc(OC)c1OC
2.4	-4.2	-0.3	COc1ccc(S(=O)(=O)Nc2cccc(S(=O)(=O)N3CCCCC3)c2)cc1
-2.7	-2.7	-3.8	CC1CN(C(=O)COC(=O)Cc2ccc(Cl)cc2)CC(C)O1 (stereo unspecified)
-7.2	-1.1	-1.4	Cc1ccn2c(NCc3ccccc3)c(-c3cccc(SC4CCCCC4)c3)nc2c1
-2.6	-13.0	-2.1	C[C@@]12C(=O)N(CC3CCCO3)CC(=O)N1[C@H]1c3cc(Cl)ccc3OC[C@@H]1[C@@H]2c1ccccc1 (stereo partly specified)
7.2	0.9	-0.4	Cc1noc(C)c1COC(=O)c1csc2c1CCC(C)C2 (stereo unspecified)
2.9	-4.1	0.4	NC(N)=NC(N)=Nc1ccccc1
-3.1	-3.4	-2.0	O=C(NCCOc1ccc(Cl)cc1)C1CC(=O)N(c2ccc3c(c2)OCCO3)C1 (stereo unspecified)
0.5	0.1	-0.7	Cc1ccc(NC(=O)c2ccc(N3CCCC3=O)cc2)cc1S(=O)(=O)N1CCCCC1
-4.6	6.3	-1.1	O=c1cc(CO)oc2ccccc12
13.0	-1.1	-1.0	COc1cc(-c2cc(C(=O)Nc3cc(S(=O)(=O)N4CCOCC4)ccc3O)c3ccccc3n2)cc(OC)c1OC
-3.9	11.0	-0.2	N#Cc1cccnc1N1CCN(C(=O)c2cccc3c2C(=O)c2ccc(-c4ccc(Cl)c(C(F)(F)F)c4)cc2S3(=O)=O)CC1
-5.1	11.2	-1.4	C[C@@H]1NC(=O)[C@@]2(C)[C@@H](c3ccccc3)[C@H]3COc4ccc(Cl)cc4[C@@H]3N2C1=O
0.5	0.6	-0.3	CCOC(=O)C1=C(C)Nc2ccccc2N=C1NC(=O)c1cc(C)on1
2.8	-5.5	-0.4	COc1cc(Cl)c(NC2=CC(=O)C(=O)c3ccccc32)c(OC)c1
-0.4	-0.5	-5.1	CC(=O)c1ccc(S(=O)(=O)N2CCN(C(C)C(=O)N(C)Cc3ccccc3)CC2)cc1 (stereo unspecified)
-0.7	-5.2	-5.6	Cc1ccc(OCC(=O)N2CCCCC2C)c([N+](=O)[O-])n1 (stereo unspecified)
7.3	3.1	-1.7	CCN(c1ccccc1)S(=O)(=O)c1ccc(NN)nc1
-7.4	-5.7	-2.3	O=C(CSc1ccccc1F)NC(=O)c1ccc(Cl)cc1
-6.8	3.3	-0.5	CC(C)Oc1ccc(S(=O)(=O)N2CCOCC2)cc1NC(=O)Cc1ccsc1
-1.2	-5.0	-1.5	CC1CCCN(C(=O)COC(=O)COc2ccc(Cl)cc2)C1 (stereo unspecified)
9.8	22.3	0.9	O=C(O)c1ccccc1-c1c2cc(I)c(=O)c(I)c-2oc2c(I)c(O)c(I)cc12
0.9	12.7	-2.4	C[C@H](CO)N1C[C@H](C)[C@@H](CN(C)S(=O)(=O)c2ccc(F)cc2)Oc2ccc(NC(=O)C3CCCCC3)cc2C1=O
0.4	2.5	2.1	COCCN(C(=O)CC1OC(=O)c2ccccc21)c1c(N)n(Cc2ccccc2)c(=O)[nH]c1=O (stereo unspecified)
-3.0	1.6	-3.9	C#CCOCCOCCOCCNc1nc(N2CCN(C(=O)[C@H]([C@@H](C)O)n3cc(CCCCN)nn3)CC2)nc(N2CCN(C(=O)[C@H](CCCCN)n3cc(CCC(=O)O)nn3)CC2)n1
0.3	-3.6	0.4	NS(=O)(=O)c1ccc(N2CCN(C(=O)c3ccco3)CC2)nc1

(further entries)
HDAC3 inhib	DYRK1A inh	GSK3 alpha inh	compound
0.7	14.3	-0.4	COc1ccc(NC(=O)Nc2cccc3c2O[C@H](CN(C)C(=O)Nc2c(C)noc2C)[C@@H](C)CN([C@H](C)CO)C3=O)cc1
4.1	-0.7	-1.6	CC(C)CN(C(=O)COC(=O)/C=C/c1ccccc1)C1CCS(=O)(=O)C1 (stereo unspecified)
-2.8	3.9	-4.4	N#Cc1cccc(NC(=O)CCc2ccc(S(=O)(=O)N3CCOCC3)cc2)c1
4.1	-2.5	-2.3	CCOC(=O)C1CCCCN1C(=O)/C(=C/c1ccc(OC)cc1)c1ccc(OC)c(OC)c1 (stereo unspecified)
-2.3	-2.0	-1.8	COc1cc(-c2noc(C)c2C(=O)NCc2ccc3c(c2)OCO3)cc(OC)c1OC
4.1	2.5	0.1	O=C(NCC1CCCO1)c1cccc(S(=O)(=O)Nc2ccc(F)cc2)c1 (stereo unspecified)
-0.9	-5.7	-1.9	COc1ccc(Cl)cc1-c1nc(SCC(=O)NC2CCCC2)n[nH]1
-5.8	-1.6	0.9	Cc1ccc(S(=O)(=O)N2CCC(C(=O)NCC(C)(C)N3CCOCC3)CC2)c(C)c1
-0.4	8.5	-3.3	COc1cc(C(=O)NNC(=O)c2cc(S(=O)(=O)N(C)C)ccc2N2CCCC2)cc(OC)c1OC
0.3	3.4	-0.5	COc1ccc(OCc2nnc(SCC(=O)NCC3CCCO3)n2N)cc1 (stereo unspecified)
-4.5	-1.2	9.5	C#CCOCCOCCOCCNc1nc(N2CCN(C(=O)[C@H](CCCN=C(N)N)n3cc(C(N)[C@@H](C)CC)nn3)CC2)nc(N2CCN(C(=O)[C@H](CCCCN)n3cc([C@@H](N)[C@H](C)CC)nn3)CC2)n1 (stereo partly specified)
7.0	-5.7	-0.8	CCc1ccc(N2CC(C(=O)OCC(=O)NC3CC3)CC2=O)cc1 (stereo unspecified)
-14.1	-1.2	-0.4	O=C(COC(=O)c1ccc(Br)o1)NCC(=O)Nc1ccc(F)cc1
4.3	59.8*	0.6	NC(=O)c1c(NC(=O)c2ccc(N3C(=O)CCC3=O)cc2)sc2c1CCCC2
2.5	-0.8	-0.8	CC(=O)CCc1ccccc1
-8.0	2.6	1.1	CC(OC(=O)c1c[nH]c2ccccc12)C(=O)N1CCCC1 (stereo unspecified)
7.3	8.7	-1.8	CCOC(=O)C1=C(COC(=O)c2cc(S(=O)(=O)N(C)C)ccc2C)NC(=O)NC1C (stereo unspecified)
7.1	-19.3	-0.7	C=CC[C@@H](CC(=O)OC(C)(C)C)C(=O)OC[C@@H]1CCCN1C(=O)[C@@H](CC=C)CC(=O)N[C@H](CO)Cc1ccccc1
-3.6	4.6	-1.9	CCC1OC(=O)C(C)C(OC2C[C@@](C)(OC)C(O)C(C)O2)C(C)C(O[C@@H]2OC(C)CC(N(C)C)C2O)[C@](C)(O)CC(C)C(=NOCOCCOC)C(C)C(O)[C@]1(C)O (stereo partly specified)
1.3	-2.2	-0.5	COc1cc(CC(=O)OCC(=O)N2CCN(C(=O)c3ccco3)CC2)cc(OC)c1OC
3.1	2.4	0.7	CC(=O)C[C@@H](O)CC(=O)[C@H]1OC(=O)CC/C=C\Cc2ccccc21
-0.6	-3.3	2.5	COc1ccc(S(=O)(=O)Nc2ccc3c(c2)C(=O)N([C@H](C)CO)C[C@H](C)[C@@H](CN(C)S(=O)(=O)c2cccs2)O3)cc1
5.8	-5.1	0.6	O=C1NCCOC(=O)[C@H](Cc2ccc(F)cc2)C/C=C\C[C@@H]1CC(=O)N(CCO)Cc1ccccc1
10.0	-0.3	-1.6	Cc1cc(O)c(CN2CCN(S(=O)(=O)c3cccs3)CC2)cc1C(C)C
8.7	-1.5	-1.6	CCCOc1ccc(C(=O)c2ccccc2C(=O)OC2CCOC2=O)cc1OCCC (stereo unspecified)

Other results follow.
HDAC3 inhib	DYRK1A inh	GSK3 alpha inh	compound
-0.9	16.1	0.9	COc1cccc(-c2ncc3ccccc3c2COC(=O)N2CCCCC2)c1
?	-2.3	-1.4	C[C@H](CO)N1C[C@H](C)[C@@H](CN(C)S(=O)(=O)c2ccc(F)cc2)Oc2ccc(NC(=O)Nc3ccc(C(F)(F)F)cc3)cc2C1=O
3.4	0.4	-1.0	CC(=O)N1c2ccccc2C2CCCC[C@H]21 (stereo partly specified)
-4.8	43.9	1.9	COc1ccc(-c2sc3ccc(-c4ccc5c(c4)OCO5)cc3c2-c2ccc(OC)nc2)cc1
11.1	12.8	-0.5	Cn1nnnc1Sc1ncnc2scc(-c3ccccc3C(F)(F)F)c12
-0.3	-4.1	-1.4	CCS(=O)c1ccccc1C(=O)OCC(=O)Nc1cccc(S(=O)(=O)N2CCCCC2)c1 (stereo unspecified)
3.8	-6.3	-4.9	COc1ccc(NC(=O)c2ccc3c(c2)C(=O)N(Cc2ccncc2)C3=O)cc1S(N)(=O)=O
-3.7	-7.4	-1.7	O=C(COc1ccc(Cl)cc1Cl)NCC1(N2CCOCC2)CCCCC1
8.8	-7.3	-4.4	CCCCCc1cc(=O)c2ccccc2o1
6.9	-2.9	0.6	C=CCn1c(SCC(=O)N(CC)C2CCS(=O)(=O)C2)nnc1-c1ccccc1 (stereo unspecified)
13.2	1.0	6.1	COc1ccc(Br)cc1/C=C(\C(=O)O)c1ccc(S(=O)(=O)N2CCCCC2)s1
6.1	-3.0	-2.9	COc1ccc(S(=O)(=O)N2CCOCC2)cc1NC(=O)CSc1nnc(C2CC2)n1C1CC1

3 compounds from above, ordered by molecular weight, largest number first:
HDAC3 inhib	DYRK1A inh	GSK3 alpha inh	compound
13.2	1.0	6.1	COc1ccc(Br)cc1/C=C(\C(=O)O)c1ccc(S(=O)(=O)N2CCCCC2)s1
-0.3	-4.1	-1.4	CCS(=O)c1ccccc1C(=O)OCC(=O)Nc1cccc(S(=O)(=O)N2CCCCC2)c1 (stereo unspecified)
3.4	0.4	-1.0	CC(=O)N1c2ccccc2C2CCCC[C@H]21 (stereo partly specified)

Assay outcomes deposited in PubChem by Broad Institute.
